# Screening results deposited in PubChem by several laboratories.
# H9c2 protect = myocardial damage modulation in H9c2 cells. H9c2 cardiomyocytes, H2O2 injury protection, ATPLite, 2 h. protection from H2O2 cell death, % at 20 µM. 360,000 compounds, 0.63% hits. AID 588492;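 active means compounds giving at least 50% protection of heart cells from peroxide-induced death in the single-dose screen, raw or plate-pattern-corrected value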;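 further: 0% = DMSO wells with peroxide and 100% = DMSO wells without peroxide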
# ABCB6 inh MLPCN = blocks the human ABCB6 transporter | K562-ABCB6 porphyrin accumulation, flow cytometry, 1 h; stronger effect = lower value | fluorescence ratio to DMSO, % at 10 µM | 360,000 compounds, 0.19% hits;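 active means fluorescence ratio to DMSO below 75%, the collection mean minus 3 SD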;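 further: signal is porphyrin accumulated inside mitochondria; 100% equals median channel fluorescence of DMSO control wells; lower ratio means ABCB6 inhibition with less porphyrin fluorescence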
# PDI turbidity = PDI (human) enzyme inhibition | P07237 | PDI insulin aggregation turbidity, A650, 90 min | inhibition, % at 10 µM | 350,000 compounds, 0.052% hits;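 active means mean inhibition across replicates of 30% or more, whatever share of single replicates reach that level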;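 further: absorbance from insulin aggregation driven by PDI reduction with DTT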
# Target sequence (P07237 whole entry, looked up): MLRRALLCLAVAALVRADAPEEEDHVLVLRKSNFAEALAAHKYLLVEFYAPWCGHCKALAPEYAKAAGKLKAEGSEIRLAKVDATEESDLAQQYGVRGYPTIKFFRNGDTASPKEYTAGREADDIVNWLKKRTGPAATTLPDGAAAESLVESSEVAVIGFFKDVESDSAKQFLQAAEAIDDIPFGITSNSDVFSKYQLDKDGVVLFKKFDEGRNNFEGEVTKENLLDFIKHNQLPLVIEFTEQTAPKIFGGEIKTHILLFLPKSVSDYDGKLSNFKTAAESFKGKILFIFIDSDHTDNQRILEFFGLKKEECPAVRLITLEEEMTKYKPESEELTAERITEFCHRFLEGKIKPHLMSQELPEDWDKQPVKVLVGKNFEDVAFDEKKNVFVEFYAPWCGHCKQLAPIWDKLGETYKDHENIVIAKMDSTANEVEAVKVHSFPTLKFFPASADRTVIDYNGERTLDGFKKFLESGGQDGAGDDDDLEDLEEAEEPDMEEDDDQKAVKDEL
# CaV13 ICDI inh = Disruptors of the CACNA1D IQ motif to Ca2+-dependent inactivation inhibitor domain association, primary screening, Förster resonance energy transfer in intact living …; HEK cells, CFP/YFP FRET ICDI-IQ, plate reader, 10 min; percent FRET-ratio fall versus neutral wells; 340,000 compounds, 0.098% hits; inhibition, % at 12.3 µM; AID 743397;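 active means mean replicate inhibition of at least 30% and at least 1% of replicates passing that level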;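 further: 0% = median of the neutral control wells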
# MC4R antagonist = blocks human MC4R cAMP signaling. P32245. MC4R-expressing cells, MTII-stimulated cAMP, LANCE TR-FRET. inhibition, % at 6.5 µM. 360,000 compounds, 0.48% hits. AID 540295;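 active means inhibition above its plate's cutoff, the mean of tested wells on that plate plus 3 SD, cut at about 29% in these data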;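 further: 0% = Melanotan II alone and 100% = Melanotan II plus saturating MCL0020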
# Target sequence (P32245 whole entry, looked up): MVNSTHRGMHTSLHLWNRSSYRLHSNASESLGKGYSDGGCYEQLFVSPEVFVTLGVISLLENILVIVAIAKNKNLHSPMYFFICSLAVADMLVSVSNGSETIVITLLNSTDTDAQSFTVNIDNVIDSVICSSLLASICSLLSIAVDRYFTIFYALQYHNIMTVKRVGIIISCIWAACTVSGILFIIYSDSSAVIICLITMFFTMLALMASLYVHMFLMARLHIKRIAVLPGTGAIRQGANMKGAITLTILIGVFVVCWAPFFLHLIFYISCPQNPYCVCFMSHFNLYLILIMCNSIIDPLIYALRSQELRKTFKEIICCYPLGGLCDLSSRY
#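 System: U2OS-MC4R stable cell line; Technique: Eu-cAMP/anti-cAMP TR-FRET, emission 671 nm; Repeats: single well per compound; Also added: Melanotan II; Dosing: one concentration, 6.5 µM nominal; Schedule: 30-min compound, 1-h challenge, 1-h detection, room temperature.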
# MC4R ag barr = activates human MC4R beta-arrestin recruitment. activation, % at 8.9 µM. AID 540308. 360,000 compounds, 0.98% hits. U2OS MC4R beta-arrestin complementation, luminescence; percent of melanotan II response, DMSO zero. P32245;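 active means activation above a per-plate cutoff, the mean activation of sample wells on that plate plus 3 SD, cut at about 8% in these data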
# ABHD5-PLIN5 inh = inhibitors of human ABHD5-perilipin-5 interaction; Q00G26+Q8WTS1; Split G. princeps luciferase complementation, luminescence, 4 h; inhibition, % at 4 µM; 360,000 compounds, 0.78% hits; AID 602281;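 active means inhibition above the mean inhibition across every tested compound plus 3 SD, cut at about 22% in these data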;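 further: 0% = DMSO only wells and the 100% control is not disclosed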
# HTR2A ag = mouse HTR2A agonism via beta-arrestin recruitment. P35363. CHO-K1 mHTR2A beta-arrestin complementation, luminescence; percent of 30 µM serotonin response. activation, % at 7.6 µM. 360,000 compounds, 0.66% hits. AID 624169;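 active means activation above a run cutoff, the mean activation of all tested compounds plus 3 SD, cut at about 14% in these data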;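 further: 0% = plate median of compound wells and 100% = 30 µM serotonin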
# Granule exo inh = lytic granule exocytosis inhibition. TALL-104 LAMP-1 surface exposure, flow cytometry; cells stimulated with thapsigargin and PMA. inhibition, % at 10 µM. 360,000 compounds, 0.66% hits. AID 651702;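 active means inhibition above about 55%, limit read from the data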
# N-glyco inh = blocks N-linked glycosylation in D54 reporter cells. D54 ERlucT glycosylation luciferase reporter, 24 h; percent of 100 nM tunicamycin response. reporter increase, % at 12.5 µM. 360,000 compounds, 0.23% hits. AID 588692;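 active means mean luciferase reporter signal, scaled so untreated is 0 and the glycosylation-blocking control 100, at or above a set limit in every replicate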;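 further: luciferase carries N-glycosylation sites so blocking glycosylation raises the light; 0% = median of neutral control wells and 100% = median of 100 nM tunicamycin wells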
# * marks the source's active call; other numbers are inactive results; . = no result given.
SMILES	ABHD5-PLIN5 inh	CaV13 ICDI inh	PDI turbidity	N-glyco inh	HTR2A ag	ABCB6 inh MLPCN	Granule exo inh	MC4R ag barr	H9c2 protect	MC4R antagonist
CCOC(=O)C1CCCN(Cc2nc(N)nc(Nc3ccc(C)cc3)n2)C1 (stereo unspecified)	0	-4	-1	2	1	91	-2	-0.5	-9	3
Cn1c(C=O)c(-c2ccc3cc[nH]c3c2)c2ccccc21	-3	-10	-6	-7	1	100	-4	0.7	3	0
Cc1ccc(CNC(=O)C2CC(c3ccccc3C(F)(F)F)=NO2)cc1 (stereo unspecified)	-9	-9	-8	1	12	101	-4	0.1	-8	-6
COCCN1C=C2C(=O)C(C)(OC(=O)CCC(=O)OC)C(=O)C=C2C=C1C1CC1 (stereo unspecified)	-14	.	-4	2	5	98	-1	0.1	-7	5
Cc1c(CC(=O)NC(C)C)c(=O)oc2cc3c(cc12)CCC(C)(C)O3	1	-3	-3	2	-3	102	3	-1.3	4	25
Cc1c(C(=O)CN2CCN(c3ccccc3)CC2)c2ccccc2n1C	5	-2	-1	3	2	106	-10	1.0	-1	11
CCCCC(=O)N(Cc1nc2sc(C)c(C)c2c(=O)[nH]1)C1CCCC1	-2	-3	6	-3	-3	95	3	-0.8	4	-2
COCCNC(=O)CNC(=O)c1nn(-c2ccc(OC)c(Cl)c2)c(=O)c2ccccc12	8	-5	-3	0	10	95	0	-0.9	4	-3
COc1ccccc1C(CCNS(=O)(=O)c1ccc(C)cc1)c1ccco1 (stereo unspecified)	-7	3	-9	-3	3	107	10	0.1	-8	2
Cc1ccc(S(=O)(=O)N2CCN=C2c2ccccc2)cc1C	0	-6	3	1	-12	86	0	-1.1	-2	2
CCN1C(=O)CSc2ccc(C(=O)NCc3ccccc3)cc21	-1	-5	0	2	-2	104	-10	-0.1	-3	18
Brc1cccc(C2Nc3cccc4cccc(c34)N2)c1	-2	-20	6	2	-6	106	2	-2.5	10	0
CN(C)CCCNC(=O)c1ccc(-c2cc(O)c3ncccc3c2)cc1	-2	-5	13	-4	-11	90	-2	-1.3	44	-6
CN(C)C(CNS(=O)(=O)c1ccc2ccccc2c1)c1ccccc1 (stereo unspecified)	4	-4	-1	-1	-6	99	14	1.8	-6	15
O=c1c2ccccc2[nH]c(=S)n1Cc1ccccc1	-4	-19	-8	1	-1	97	-19	-0.1	8	5
c1ccc(Cn2nnc3c(N4CCC5(CC4)OCCO5)ncnc32)cc1	-1	.	-4	-4	-1	101	-2	-0.3	7	-3
COC(=O)CN(C)C(=O)c1cccc(OC2CCN(S(=O)(=O)N(C)C)CC2)c1	2	-5	1	0	5	93	0	-0.5	4	15
Cc1ccc(-c2nnc(SCc3nc4ccccc4[nH]3)n2Cc2ccco2)cc1	-5	-8	2	-1	-10	94	-10	0.3	-2	8
Nc1[nH]c(C(=O)c2ccccc2)c(-c2ccccc2C(F)(F)F)c1C(=O)NCCc1cccs1	-8	-11	.	.	3	125	-5	.	.	.
Cc1ccc(NC(=O)CCCN2C(=O)c3cccc4cccc(c34)C2=O)cc1	-10	-5	-6	2	1	99	-6	5.7	-15	-1
CCCCN(C)CC(O)Cn1cc(/C=C/C(=O)c2ccc(C)cc2)c2ccccc21 (stereo unspecified)	21	-28	-31	-6	-3	94	70*	13*	-20	-2
Cc1cc2nc(-c3cccc(Cl)c3)c(CC(C)(C)C)n2c(C)c1Br	-6	-10	.	-3	2	95	-2	.	-3	.
O=C1C(Cl)=C(NCCN2CCOCC2)C(=O)c2ccccc21	-16	-18	2	7	-4	97	0	-1.2	-15	-30
COc1ccc(CNS(=O)(=O)NCc2ccc(C)cc2)cc1	1	5	17	3	-2	97	0	-0.5	0	4
CS(=O)(=O)N1N=C(c2cccs2)CC1c1ccccc1 (stereo unspecified)	-1	-5	-3	-1	-2	112	2	-1.7	-4	0
O=C(COC(=O)C1CC(O)CN1S(=O)(=O)c1ccc(Cl)cc1)c1ccccc1 (stereo unspecified)	-1	-3	-6	4	-2	98	2	-2.0	2	-6
CN1CCN(C(c2cccnc2)c2ccc3cccnc3c2O)CC1 (stereo unspecified)	2	.	13	0	-4	101	-2	0.9	62*	14
O=C1CC(N2CCSCC2)C(=O)N1c1cccc(Br)c1 (stereo unspecified)	-7	-5	1	4	-3	96	4	-2.6	-2	22
Nc1nc(Nc2ccccc2F)nc(NCc2ccccc2)c1[N+](=O)[O-]	-4	-22	1	-4	-4	95	6	1.7	2	-10
CC12CCC(=O)N1C(C(=O)Nc1nc3c(F)cc(F)cc3s1)CS2 (stereo unspecified)	-7	-8	2	-2	4	108	-3	-0.5	-1	3

# Next section, starting with the last 2 of the part before.
SMILES	ABHD5-PLIN5 inh	CaV13 ICDI inh	PDI turbidity	N-glyco inh	HTR2A ag	ABCB6 inh MLPCN	Granule exo inh	MC4R ag barr	H9c2 protect	MC4R antagonist
Nc1nc(Nc2ccccc2F)nc(NCc2ccccc2)c1[N+](=O)[O-]	-4	-22	1	-4	-4	95	6	1.7	2	-10
CC12CCC(=O)N1C(C(=O)Nc1nc3c(F)cc(F)cc3s1)CS2 (stereo unspecified)	-7	-8	2	-2	4	108	-3	-0.5	-1	3
CC(C)C[C@@H](CO)N1CCNCCC1=O	5	2	2	0	3	102	10	-1.4	2	1
CC(=O)Nc1cccc(NC(=S)Nc2ccc(F)c(Cl)c2)c1	-16	6	1	4	-6	101	-6	-3.6	-8	1
Cc1ccccc1Cn1c(C(C)O)nc2ccccc21 (stereo unspecified)	6	-4	-3	0	-3	109	-4	0.8	-5	4
CC[C@H]1O[C@H](C)CC2=C1C(=O)OC(C)(C)O2	4	-4	.	.	1	93	-4	.	.	.
COc1ccc(-c2c(C)oc3c(CN4CCCC(C)C4)c(O)ccc3c2=O)cc1OC (stereo unspecified)	-8	-23	-13	2	3	101	-3	-0.2	3	0
Cc1sc2ncn3cnnc3c2c1C	7	.	15	1	4	106	1	-0.7	-5	2
Cc1c(-c2cccs2)[n+](=O)c2c(n1[O-])CCCCC2	2	5	4	3	0	99	-1	-1.7	5	11
Cc1cccc2[nH]c3c(N4CCN(C(=O)c5ccco5)CC4)ncnc3c12	2	.	5	5	0	96	0	-1.9	41	6
Cc1ccc(Cc2c(-c3ccccc3)nc3c4ccccc4ccn23)cc1	-7	-11	.	.	3	97	8	.	.	.
Cc1noc(C)c1CSCC(=O)Nc1nc(-c2ccc(F)c(F)c2)cs1	1	-6	0	-6	0	89	-2	-2.1	3	7
CC(C)(C)NC(=S)NC(=O)C12CCC3CC(CC(C3)C1)C2	-10	-5	-8	3	2	100	0	1.5	-27	6
c1cnc(N2CCN(c3nc4ccccc4n4cnnc34)CC2)nc1	4	-8	-10	0	3	98	0	-0.6	42	-7
Cc1cc(C)n(-c2ccc(C(=O)N3CCN(c4ccccn4)CC3)cc2)n1	1	-5	3	1	-3	98	8	-4.1	4	11
CC1CN(C(=S)NC(=O)c2ccc([N+](=O)[O-])cc2)CC(C)O1 (stereo unspecified)	-3	.	8	1	-7	101	0	-0.9	5	9
COC(=O)C(NC(C)=O)(Nc1nc(C)cs1)C(F)(F)F (stereo unspecified)	4	-3	3	0	-1	90	-1	-1.6	8	10
C[C@H]1CN([C@@H](C)CO)C(=O)CCCn2cc(nn2)CO[C@@H]1CN(C)S(=O)(=O)c1ccc(-n2cccn2)cc1	3	-6	-1	1	4	100	-2	-0.8	13	12
OC(CNC1CCCCCC1)COc1cccc2ccccc12 (stereo unspecified)	4	-19	6	0	-9	100	-4	0.3	-12	2
Cc1cc(Cl)ccc1OCC(=O)OCC(=O)NCCNC(=O)COC(=O)COc1ccc(Cl)cc1C	-6	-2	5	0	-1	94	-1	-0.7	-2	3
CC(C)NC(=O)[C@]1(C)CCC[C@@]2(C)C3CC[C@@]4(C)C[C@]3(CCC21)CC4=O (stereo partly specified)	-5	-11	-3	0	0	90	-5	-0.8	7	-4
CS(=O)(=O)c1ccccc1-c1nnc(NC(=O)c2cccc(N3C(=O)CCC3=O)c2)o1	2	-15	-3	1	-3	99	0	-2.7	0	-9
COc1ccc(CN(C)C(=O)C2CC(=O)N(c3ccc4c(c3)OCCO4)C2)cc1 (stereo unspecified)	11	-8	4	1	4	97	-6	-1.3	-3	-7
O=S(=O)(Nc1ccccc1N1CCCCC1)c1ccc(F)cc1	2	-13	-42	-5	0	98	-3	0.0	-6	3
COc1ccc(/C=N/NC(=O)c2cccc(NC(=O)c3ccccc3Cl)c2)c(OC)c1	8	-3	-6	-2	0	107	6	3.5	24	-4
COc1ccc(NS(=O)(=O)c2ccc(N3CCCC3)c(N)c2)cc1	-2	-3	0	-2	-1	94	32	-0.7	-18	11
COc1cc(C)nc(N2CCC(C(=O)NCC3CCCO3)CC2)n1 (stereo unspecified)	-3	-4	1	3	-8	95	2	-3.2	0	5
COc1ccc(NC(=O)Nc2ccc3c(c2)C(=O)N([C@H](C)CO)C[C@H](C)[C@@H](CN(C)S(=O)(=O)c2cccs2)O3)cc1	4	-9	3	-1	-2	87	-4	-0.2	17	10
CC(C)(C)OC(=O)N[C@@H](CC(=O)OCc1ccccc1)C(=O)O	-11	-4	5	1	-1	102	3	-0.3	5	13
CC1CCCCC1NC(=O)COC(=O)c1cc(=O)c2ccccc2o1 (stereo unspecified)	0	-17	1	2	5	105	-2	-3.5	7	13
CC1(C)Cc2nc(-c3ccccc3)n3cnnc3c2CO1	1	-5	-5	3	0	85	0	-3.1	1	2
Cc1cc(OCCOCCNC(C)C)cc(C)c1Cl	4	.	1	-1	5	105	3	1.2	18	-5
Cc1ccc(CNC(=O)Cc2ccc(NC3=NC4CS(=O)(=O)CC4S3)cc2)cc1 (stereo unspecified)	4	-6	.	1	2	97	-2	0.7	-3	1
CCn1cc(CN2CCCC(C(=O)c3ccc(-c4ccccc4)cc3)C2)cn1 (stereo unspecified)	7	-4	10	-5	-9	95	2	-2.4	-12	10
COc1ccc(S(=O)(=O)N(CCc2ccccc2)CC(=O)O)cc1Cl	2	-5	2	1	-1	105	-1	1.2	8	9
O=C(CCSc1ccccc1)NCC1CCCO1 (stereo unspecified)	-2	-4	1	2	4	97	3	-0.2	3	-3
Cc1cc(C)c(C(=O)CSc2n[nH]c(-c3ccncc3)n2)c(C)c1	3	-8	3	2	-1	102	-4	0.6	-2	3
Cc1cc(-c2ccccc2)cc(-c2ccccc2)[n+]1C	2	-5	5	3	-4	92	-3	-2.0	-15	4
